Assay outcomes as filed in PubChem BioAssay.
FEN1 inhibitor: human FEN1 inhibition; Potency, µM (titrated, usually from 114 µM), inactives show top-dose activity change, negative = inhibition, most hits filed as inhibitors; 390,000 compounds, 0.35% hits; Recombinant FEN1 flap cleavage, fluorescence, 15 min; P39748; AID 588795; further: nearly all actives have a fitted effect of over 65% in size
Target sequence (P39748 whole entry, looked up): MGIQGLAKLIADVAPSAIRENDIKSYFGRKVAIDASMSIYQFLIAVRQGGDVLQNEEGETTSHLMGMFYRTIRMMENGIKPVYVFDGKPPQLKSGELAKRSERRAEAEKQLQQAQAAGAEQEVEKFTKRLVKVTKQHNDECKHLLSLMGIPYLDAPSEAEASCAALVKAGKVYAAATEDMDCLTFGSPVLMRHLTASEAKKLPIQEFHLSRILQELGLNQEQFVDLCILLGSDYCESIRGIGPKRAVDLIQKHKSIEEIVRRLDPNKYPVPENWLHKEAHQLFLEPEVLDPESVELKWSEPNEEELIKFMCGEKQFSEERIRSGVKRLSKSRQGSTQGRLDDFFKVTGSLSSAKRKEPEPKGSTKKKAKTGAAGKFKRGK
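FEN1 at 10 nM, compound pretreatment for 15 min (room temperature), 50 nM final substrate to initiate; endpoint reads at 0 and 15 min; DMSO-only plates used as vehicle background.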
TDP1 inh: TDP1 (human) enzyme inhibition; Q9NUW8; recombinant TDP1, AlphaScreen DNA substrate cleavage; Potency, µM (top dose mostly 130 µM), inactives show at the top dose activity change, negative = inhibition, hits mostly inhibitors; 350,000 compounds, 0.28% hits; AID 485290; further: nearly all actives have a fitted effect of over 40% in size
Target sequence (Q9NUW8 whole entry, looked up): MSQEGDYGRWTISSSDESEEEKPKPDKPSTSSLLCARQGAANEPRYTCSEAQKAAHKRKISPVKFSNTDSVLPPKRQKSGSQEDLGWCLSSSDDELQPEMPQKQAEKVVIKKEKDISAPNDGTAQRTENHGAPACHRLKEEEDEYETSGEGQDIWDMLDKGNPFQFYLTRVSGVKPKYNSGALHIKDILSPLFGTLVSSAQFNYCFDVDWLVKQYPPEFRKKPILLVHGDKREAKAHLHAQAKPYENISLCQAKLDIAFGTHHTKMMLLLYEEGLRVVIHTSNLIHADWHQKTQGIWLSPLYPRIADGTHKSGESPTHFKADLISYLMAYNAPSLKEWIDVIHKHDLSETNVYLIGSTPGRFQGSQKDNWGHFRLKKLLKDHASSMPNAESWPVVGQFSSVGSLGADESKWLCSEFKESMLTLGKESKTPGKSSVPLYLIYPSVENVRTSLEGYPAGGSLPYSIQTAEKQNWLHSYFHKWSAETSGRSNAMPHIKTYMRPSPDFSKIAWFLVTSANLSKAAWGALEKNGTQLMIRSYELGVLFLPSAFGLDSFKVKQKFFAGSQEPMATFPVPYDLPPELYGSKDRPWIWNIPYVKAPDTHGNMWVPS
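Here, a 5' biotin and 3' phosphotyrosine-FITC DNA oligonucleotide reports Tdp1 activity: intact substrate bridges AlphaScreen beads, while cleavage leaves a 3' phosphate and drops signal. All incubations at room temperature.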
N370S GC mod: inhibits or activates N370S mutant glucocerebrosidase. Potency, µM (highest dose often 59.4 µM), inactives show at the top dose activity change, negative = inhibition, actives largely listed as inhibitors. AID 2101. 330,000 compounds, 0.092% hits. N370S GC spleen homogenate, 4MU-glucoside fluorescence. P04062;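 further: 0% = full enzyme activity and -100% = no enzyme basal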
Numbers without * were called inactive; u = inconclusive; x = no result given; & = joins results of further samples; [ ] = another dose, or the depositor's remark. The call rests on the fitted dose curve; in most records, active means well fitted curve in the direction sought with a large enough effect; inconclusive means small, poorly fitted or top-dose-only effect, or another doubt; inactive means no such curve, though single readings can be large; an effect the other way counts as inactive or inconclusive. Unless noted, on the % scale 0 is the no-effect control and ±100 the full control effect; potency means the concentration at half of the fitted maximal effect.

SMILES	FEN1 inhibitor	TDP1 inh	N370S GC mod
Cc1ccc(NC(=O)CCc2nnc3n(CC(C)C)c(=O)c4ccccc4n23)cc1C	-4%	1%	x
O=C(CCc1ccc(S(=O)(=O)N2CCOCC2)cc1)N1CCCC1	-6%	-7%	-1%
COc1ccc(N2CCN(C(=O)CSc3nnc4c5cc(C)ccc5n(C)c4n3)CC2)cc1	-15%	6%	-1%[12.8 µM]
CCCCCCCCCCCC1=C(O)C(=O)C=C(O)C1=O	u	26%&-8%&15%[56.1 µM]	-1%&6%&-2%
COc1ccc(N(C(=O)c2snc(C(N)=O)c2N)C(C(=O)NCc2ccc(F)cc2)c2ccc(O)cc2)cc1 (configuration not stated)	8%	9%	u
COCCCNc1oc(-c2ccc(COc3ccc(Cl)cc3)o2)nc1C#N	-12%	8%	x
O=C(Cc1c(O)c2ccccc2oc1=O)c1ccc(F)cc1	-6%	0%	x
O=C1NC(=O)C(c2ccc(F)cc2)N1 (configuration not stated)	14%	22%	-8%
Cc1cc(=O)n2nc(N3CCC(C(=O)NC(C)c4ccccc4)CC3)sc2n1 (configuration not stated)	-6%	0%	-2%
c1ccc2[nH]c(CN3CCN(c4ncnc5c4oc4ccccc45)CC3)nc2c1	13%	4%	-15%
CCCCN(C)CCCNC(=O)c1cc(-c2cccs2)nc2ccccc12	-3%	x	u
CCCCOc1ccc(Cn2c(=O)sc3ccccc32)cc1OC	-27%	-8%	x
Cc1ccccc1NC(=S)NC12CN3CN(CN(C3)C1)C2	3%	-2%	-15%
CC(=O)Nc1cccc(OCc2ccc(F)cc2)c1	-5%	0%	-17%
C[C@@H]1CN([C@@H](C)CO)C(=O)c2cc(NC(=O)Nc3ccccc3)ccc2O[C@H]1CN(C)C(=O)Nc1cccc2ccccc12	-17%	1%	x
COc1ccc(CNc2nc3c(-c4ccccc4)nnn3c3ccccc23)cc1	-3%	1%	x
Cn1c(=O)c2[nH]c(-c3ccccc3Cl)c(O)c2n(C)c1=O	-4%	-2%	8%
COC(=O)c1ccc(NC(=O)Nc2ccc(F)cc2F)cc1	-15%	4%	-2%
CSc1cccc(NC(=O)COc2ccccc2)c1	1%	4%	12%
C=CCOc1ccc(CNn2cn[nH]c2=S)cc1OC	-15%	0%	-6%

Random excerpt: 3 compounds from above, in no set order.
SMILES	FEN1 inhibitor	TDP1 inh	N370S GC mod
COc1ccc(N2CCN(C(=O)CSc3nnc4c5cc(C)ccc5n(C)c4n3)CC2)cc1	-15%	6%	-1%[12.8 µM]
Cc1ccc(NC(=O)CCc2nnc3n(CC(C)C)c(=O)c4ccccc4n23)cc1C	-4%	1%	x
c1ccc2[nH]c(CN3CCN(c4ncnc5c4oc4ccccc45)CC3)nc2c1	13%	4%	-15%

Other entries
SMILES	FEN1 inhibitor	TDP1 inh	N370S GC mod
O=C(NCCn1cc(SCc2ccccc2F)c2ccccc21)c1c(F)cccc1F	-22%	7%	22%
O=C(CCC1CCCNC1)c1ccccc1 (configuration not stated)	x	-5%	-10%
CC1(C)C2(Cl)C(Cl)C(Cl)C(Cl)(C(Cl)Cl)C1(Cl)C2Cl (configuration not stated)	x	6%[56.1 µM]	13%
COc1ccc2c3c(cccc13)C(=O)N(O)C2=O	0.35µM*	-4%	-5%
O=C(COC(=O)/C=C/c1ccc(C(F)(F)F)cc1)NC1CCS(=O)(=O)C1 (configuration not stated)	-4%	-2%[0.505 µM]	-3%
COCCNC(=O)c1cccc(-n2c(C)nc3cccnc32)c1	-2%	0%	x
O=C(CC12CC3CC(CC(Br)(C3)C1)C2)Nc1nncs1	-12%	7%	-12%
CCOc1ccccc1C(=O)NCC(=O)NC(C)c1ccc(-n2ccnc2)cc1 (configuration not stated)	2%	x	-3%
O=S(=O)(NCc1ccc(Cl)cc1)c1ccc(-c2cnc(C3CC3)o2)cc1	15%	-9%	x
FC(F)Sc1nc2ccccc2[nH]1	0%	4%	-2%
COc1ccc(CC(=O)N2CCN(C(=O)c3ccco3)CC2)cc1	-6%	5%	-13%
CNC(=O)c1nnc(Cc2ccc(Cl)cc2)o1	23%	0%	0%
COCC(=O)Nc1ccc(OCc2ccccc2)cc1	0%	0%	2%
C=CCc1c(C)nc(N2CCSCC2)[nH]c1=O	10%	-1%	7%
O=C(COc1ccccc1)NNc1nc2c(F)cccc2s1	4%	1%	-2%
CCc1nnc(NC(=O)COc2ccc(N(C)S(=O)(=O)c3ccc(C)cc3)cc2)s1	15%	5%	-5%
COc1ccc(Cn2ccc3nc(C)c(C(=O)N4CCN(c5ccccc5F)CC4)cc3c2=O)cc1	-2%	7%	x
O=C(COc1ccc2c3c(c(=O)oc2c1)CCCC3)NCCCN1CCCC1=O	19%	2%	-2%
O=S(=O)(CCOc1ccccc1)c1nc2ccccc2[nH]1	-11%	-3%	30%
COc1ccc(OCC(=O)Nc2ccc3c(c2)nc2n3CCSC2)cc1	-3%	3%	7%
N/C(=N\OC(=O)c1ccc(Cl)c([N+](=O)[O-])c1)c1ccccn1	0%	-3%	-6%
CCc1ccc(-n2c(C)n[nH]c2=S)cc1	1%	x	-6%
Cc1c(Cl)cccc1NC(=S)N(Cc1ccco1)C(C)c1ccccn1 (configuration not stated)	-18%	5%	2%
COCCN(C(=O)CCC(=O)Nc1ccccn1)C(C(=O)NC(C)(C)C)c1ccc(OC)cc1 (configuration not stated)	-12%	x	5%
OCCC1CN(Cc2c(F)cccc2Cl)CCN1C1CCCC1 (configuration not stated)	0%	0%	7%
O=C(CCSCCC(=O)N1CCCC1)N1CCCC1	-2%	-3%	15%
CCn1cc(C(=O)O)c(=O)c2cc(S(=O)(=O)N(C)C)ccc21	0%	4%	1%
CCOC(=O)c1cnc(-c2ccccc2O)nc1Cl	-5%	-3%	7%
CC(O)CNc1nc2c(c(=O)n(Cc3ccc(Cl)cc3)c(=O)n2C)n1C (configuration not stated)	u	9%	0%
Cc1nc2c(C)cccc2c(SC(=N)N)c1CC=C(Cl)Cl	9%	5%	4%
COCCN(CCOC)C(=S)Nc1ccccc1Cl	-1%	-1%	-2%
CN1CCN(C(=O)c2cc(Cl)cc(Cl)c2NC(=O)c2ccco2)CC1	2%	-4%	4%
CCOC(=O)c1c(NC(=O)/C=C/C(=O)O)sc(C)c1-c1ccc(C)c(C)c1	11%	3%	-1%
CSc1ccc(CNC(=O)C2CCN(c3nnc(-n4cccc4CNc4ccc(C)cc4)s3)CC2)cc1	-19%	3%	x
COc1ccc(N2CC(C(=O)NCCc3ccc(Cl)cc3)CC2=O)cc1 (configuration not stated)	4%	7%	-13%
O=C1CC2(CCN(C(=O)c3ccc(F)c(F)c3)CC2)Oc2ccccc21	10%	-7%[0.505 µM]	-2%
C=CCN1C(=O)C(CC(=O)Nc2ccc(OC)cc2)SC1=Nc1ccc(S(N)(=O)=O)cc1 (configuration not stated)	-11%	5%	8%
O=C(c1ccco1)N1CCN(c2nc3c(Cl)cccc3s2)CC1	6%	5%	x
O=C(NC1CCCCC1)C(c1ccncc1)N(C(=O)Cn1nnc(-c2cccs2)n1)C1CCCC1 (configuration not stated)	-7%	7%[56.1 µM]	-2%
Cc1cc(C)nc(SC2CCOC2=O)n1 (configuration not stated)	-11%	3%	-9%

Entries of single compounds, quoted from the list.
N/C(=N\OC(=O)c1ccc(Cl)c([N+](=O)[O-])c1)c1ccccn1 in the list: FEN1 inhibitor = 0%; TDP1 inh = -3%; N370S GC mod = -6%
CC(O)CNc1nc2c(c(=O)n(Cc3ccc(Cl)cc3)c(=O)n2C)n1C (configuration not stated) in the list: FEN1 inhibitor = u; TDP1 inh = 9%; N370S GC mod = 0%

Additional results
SMILES	FEN1 inhibitor	TDP1 inh	N370S GC mod
Cc1ccc(C(=O)N2N=C(CC(C)C)CC2(O)C(F)(F)F)o1 (configuration not stated)	12%	6%	-12%
Fc1ccc(-c2cn3ccccc3n2)cc1	12%	6%	-16%
CC(NC(=O)C1CCC1)c1ccc(Br)cc1 (configuration not stated)	7%	3%	10%
O=C(c1ccsc1)N1CCCC(Nc2ccc(F)c(F)c2)C1 (configuration not stated)	-4%	3%	-10%
C/C(=N\NC(=O)CNc1cccc2ccccc12)c1ccccc1	19%	x	4%
COc1ccccc1-c1nnc(SCC(=O)O)n1C	-5%	3%	24%
Cc1cc(C)nc(Nc2cccc(Cl)c2)n1	0%	x	-13%
Cc1ccc(N2C(=O)C(CC(=O)Nc3ccccc3)N(CCC3=CCCCC3)C2=O)cc1 (configuration not stated)	-9%	1%	x
O=C1NCCn2ccc(=O)cc21	2%	3%	3%
O=C(O)Cc1sc(Nc2ccc(Cl)cc2)nc1-c1cccs1	13%	6%	19%
Cc1ccc(C)c(N2CCN(C(=O)c3ccc(NC4=NC5CS(=O)(=O)CC5S4)cc3)CC2)c1 (configuration not stated)	20%	x	-3%
COc1ccc(N2CCCn3c2nc2c3c(=O)n(Cc3ccccc3)c(=O)n2C)c(OC)c1	-8%	6%	0%
COc1cccc(S(=O)(=O)NCc2ccc(C(=O)Nc3cccc(Cl)c3)cc2)c1	3%	-1%	x
O=C(COc1ccc(CO)cc1Cl)Nc1ccc(F)cc1	1%	-1%	1%
Cc1ccc(NC(=O)N/C=C/c2ccco2)c(C)c1	u	-3%	1%
Cc1cc(Nc2cccc(C(F)(F)F)c2)nc2ccc(NC(=O)Cc3ccc(Cl)cc3)cc12	2%	-1%	x
O=C(Cc1c[nH]c2ccccc12)Nc1ccc(N2CCOCC2)cc1	-10%	7%	4%
Cc1ccc(CN2CCN(Cc3ccccc3C(F)(F)F)CC2)cc1	3%	x	-23%
CCc1nn(CC(=O)N(C)Cc2ccccc2)c(=O)c2cc3sccc3n12	-7%	4%	x
COc1ccc(N(Cc2cc(=O)[nH]c3ccccc23)C(=O)c2ccco2)cc1	3%	4%	-27%

Just N370S GC mod and FEN1 inhibitor, for some of the entries so far:
| SMILES | N370S GC mod | FEN1 inhibitor |
| --- | --- | --- |
| COc1cccc(S(=O)(=O)NCc2ccc(C(=O)Nc3cccc(Cl)c3)cc2)c1 | x | 3% |
| Cc1ccc(N2C(=O)C(CC(=O)Nc3ccccc3)N(CCC3=CCCCC3)C2=O)cc1 (configuration not stated) | x | -9% |
| O=C1NCCn2ccc(=O)cc21 | 3% | 2% |
| Cc1cc(C)nc(Nc2cccc(Cl)c2)n1 | -13% | 0% |
| Cc1ccc(NC(=O)N/C=C/c2ccco2)c(C)c1 | 1% | u |

Going on with the list:
SMILES	FEN1 inhibitor	TDP1 inh	N370S GC mod
CC(=O)c1ccc(NC(=S)N(Cc2ccccc2)C(C)C2CC2)cc1 (configuration not stated)	1%	3%	-6%
S=c1[nH]nc(C2CCCCC2)n1/N=C/c1ccccn1	22%	3%	0%
COc1ccc(OC(=O)N2CCOCC2)cc1	-1%	x	3%
COc1cc(/C=C2\N=C(c3ccccc3)OC2=O)ccc1OC(C)=O	0%	x	-20%
Cc1cccc(N2CCN(C(=O)CSc3nnnn3C3CC3)CC2)c1C	-7%	0%	x
CCOCCc1nnc(NC(=O)CS(=O)(=O)c2ccc(C)cc2)s1	18%	11%	-1%
CC(C)c1ccc(OCC(=O)Nc2ccc(OC(F)(F)F)cc2)cc1	-2%	0%	0%
CCN(CC)S(=O)(=O)c1ccc2c(c1)c(=O)c(C(=O)N1CCc3ccccc3C1)cn2C	2%	4%	-13%
CCN(CC)S(=O)(=O)c1ccc2nc(NC(=O)c3cccs3)sc2c1	7%	5%	-1%
Cc1cc(C)c(-c2cc(NC(=O)CSc3nncn3C)n(-c3ccccc3)n2)cc1C	0%	2%	10%
CCC(=O)N1CCc2cc(Br)cc(S(=O)(=O)NCC3CCCO3)c21 (configuration not stated)	-4%	2%	1%
COc1cccc(CNC(=O)CCC2CCCN(C(=O)C3CCOCC3)C2)c1 (configuration not stated)	-4%	0%	5%
Cc1ccc(OCc2ccc(C(=O)Nc3nc4ccccc4n3C)o2)c([N+](=O)[O-])c1	-3%	2%	1%
O=C(CCN1C(=O)C2C3C=CC(C3)C2C1=O)N1CCN(c2ccccc2Cl)CC1 (configuration not stated)	0%	-5%	4%
CCOc1ccc(NC(=O)CSc2nnc(Cc3cccn3C)n2-c2ccc(OC)cc2)cc1	-17%	8%	2%
C=CCN(Cc1nc(-c2ccccc2)no1)C(=O)c1ccc2c(c1)OCO2	6%	10%	5%
COc1cccc(COC(=O)C2CC(=O)N(Cc3ccc(C)cc3)C2)c1OC (configuration not stated)	-14%	-5%	-10%
Fc1cccc(-c2nn[nH]n2)c1	-4%	1%	1%
COc1ccc(-c2nc(SCC(=O)Nc3cccc(C(C)=O)c3)n[nH]2)cc1	-1%	5%	x
Cn1c(=O)c(=O)n(C)c2cc(S(=O)(=O)N3CCC(Cc4ccccc4)CC3)ccc21	-5%	3%	18%
CCOc1ccc(NC(=O)C(=S)NC2CCCCC2)cc1	-11%	2%	5%
COCC(C)NC(=O)c1cc(S(=O)(=O)N2CCCCC2)ccc1N1CCOCC1 (configuration not stated)	-3%	-1%	-11%
CC1CCc2sc(C(=O)N/N=C/c3ccc(O)cc3)cc2C1 (configuration not stated)	9%	5%	12%
COc1ccc(CNC(=O)c2cnn(-c3ccccc3)c2-n2cccc2)cc1OC	-1%	3%	x
O=C(O)C1CC=CCC1C(=O)NCCc1cccc(Cl)c1 (configuration not stated)	8%	2%	15%
COC(=O)CN1C(=O)CSc2ccc(S(=O)(=O)Nc3cc(C)ccc3C)cc21	-9%	3%	x

Not a hit list. About 0.57% of those tested had a hit in this group.
